# Assay outcomes as filed in PubChem BioAssay.
# Vif-APOBEC3G blk: Vif-A3G binding inhibition; Q9HC16; HeLa A3G-eYFP + Vif (tagged APOBEC3G with the HIV-1 protein that degrades it), YFP fluorescence, overnight; Potency, µM (top dose mostly 46.1 µM), without a hit: at the top dose activity, negative = active, most hits filed as inhibitors; 0.076% of 410,000 active; AID 602310;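 further: potency means the concentration at half of the fitted maximal effect; on the % scale 0 is the no-effect control and ±100 the full control effect; nearly all actives have a fitted effect of over 60% in size; hits raise eYFP signal because A3G escapes Vif-driven loss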
#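 HeLa cells stably expressing Vif and C-terminally eYFP-tagged A3G, seeded overnight at 37 deg C, then exposed to compound by pintool overnight at 37 deg C. Rise in yellow fluorescence (Ex 488/Em 500-530, Acumen) marks blocked Vif-driven A3G degradation.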
# Glioma ERSR ind: ER stress response induction in glioma | 0.02% of 420,000 active | Potency, µM, inactives show at the top dose activation, usual class: activators | U87-MG GRP78 promoter luciferase reporter, 16 h | AID 602332; further: potency means the concentration at half of the fitted maximal effect; series mostly up to about 76 µM; % of control where 0% means no effect; nearly all actives have a fitted effect of over 35% in size
#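 ERSR induction read as luciferase luminescence (Bright-Glo, 10 min at room temperature) in stably transfected human U87-MG glioma cells exposed to compounds for 16 h, using GRP78 as sensor.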
# Vif-A3F inh: Vif-A3F binding inhibition. HeLa A3F-eYFP + Vif (tagged APOBEC3F with the HIV-1 protein that degrades it), YFP fluorescence increase. Potency, µM (top dose mostly 46.1 µM), without a hit: at the highest dose activity, negative = active. 0.2% of 390,000 active; further: potency means the concentration at half of the fitted maximal effect; % of control where 0% means no effect; nearly all actives have a fitted effect of over 65% in size
#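 HeLa cells stably expressing Vif plus C-terminally eYFP-tagged A3F were seeded, incubated overnight at 37 deg C, dosed with compound, incubated overnight again at 37 deg C. Yellow fluorescence (Ex 488/Em 500-530) reported blocked Vif-mediated A3F-eYFP degradation.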
# D1 antagonist: antagonists of human D1 dopamine receptor. activity change, negative = inhibition, % at 10 µM. AID 504652. P21728. 3.2% of 360,000 active. HEK293 TREx D1 cells, calcium flux, dopamine EC80; hits give low values; in the data active means activity change below about -30%; further: on the % scale 0 is the no-effect control and ±100 the full control effect
#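 Tetracycline-induced HEK293 Trex D1 cells, force-coupled to calcium, dye-loaded; compounds added and read 180 s, then EC80 dopamine added and calcium flux tracked kinetically another 180 s.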
# RXFP1 agonist: agonists of human relaxin receptor RXFP1; 0.3% of 370,000 active; Q9HBX9; Potency, µM (top dose mostly 57.5 µM), without a hit: top-dose activation, actives largely listed as activators; HEK293T-RXFP1 cAMP TR-FRET, 30 min; response scale: percent of porcine relaxin response, buffer zero; further: potency means the concentration at half of the fitted maximal effect; on the % scale 0 is the no-effect control and ±100 the full control effect; nearly all actives have a fitted effect of over 60% in size; many of its hits are not listed in these tables
# Target sequence (Q9HBX9 whole entry, looked up): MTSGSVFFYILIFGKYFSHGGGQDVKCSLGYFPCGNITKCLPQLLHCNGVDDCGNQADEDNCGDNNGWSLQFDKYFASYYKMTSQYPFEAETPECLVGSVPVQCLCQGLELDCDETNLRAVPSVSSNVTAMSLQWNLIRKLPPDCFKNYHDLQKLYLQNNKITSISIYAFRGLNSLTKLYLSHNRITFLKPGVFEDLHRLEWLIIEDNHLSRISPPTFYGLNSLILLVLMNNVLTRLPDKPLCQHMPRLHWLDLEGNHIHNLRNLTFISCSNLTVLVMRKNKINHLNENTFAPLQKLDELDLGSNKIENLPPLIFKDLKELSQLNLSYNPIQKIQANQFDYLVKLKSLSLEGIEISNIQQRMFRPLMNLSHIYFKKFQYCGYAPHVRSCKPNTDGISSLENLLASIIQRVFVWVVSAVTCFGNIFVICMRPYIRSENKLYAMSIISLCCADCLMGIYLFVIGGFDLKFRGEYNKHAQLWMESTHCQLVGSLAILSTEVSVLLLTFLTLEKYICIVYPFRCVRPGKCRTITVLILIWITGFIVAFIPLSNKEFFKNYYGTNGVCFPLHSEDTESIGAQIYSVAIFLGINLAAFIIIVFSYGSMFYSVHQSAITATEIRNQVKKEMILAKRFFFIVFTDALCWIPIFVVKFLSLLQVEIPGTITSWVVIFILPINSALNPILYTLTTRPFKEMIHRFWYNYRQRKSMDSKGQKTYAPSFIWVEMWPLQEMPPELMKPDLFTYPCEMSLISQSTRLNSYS
#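 Agonist response is measured as cAMP accumulation in an RXFP1-transfected HEK293T line under PDE4 inhibition. Values are scaled between buffer-only and 29 nM porcine relaxin, and EC50s come from standard Hill equation fits.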
# RXFP1 antagonist: RXFP1 (human) relaxin receptor antagonism. HEK293-RXFP1, relaxin-stimulated cAMP HTRF, 30 min; hits give low values. activity change, negative = inhibition, % at 57.5 µM. 0.59% of 350,000 active. AID 1259400;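 active means activity change of -60% or lower, but not beyond a set lower limit; inconclusive means change between -60% and -40%, or beyond the set limit; inactive means change above -40%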; further: on the % scale 0 is the no-effect control and ±100 the full control effect
# D2 potentiator: D2 dopamine receptor (human) potentiation; P14416; HEK293 T-REx D2, calcium flux, EC20 dopamine potentiation; potentiation, % at 10 µM; 0.34% of 340,000 active; AID 485347;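 active means potentiation over 3 SD above the plate norm, cut at about 30% in these data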; further: 0% is about no effect
#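 Tetracycline-induced HEK293 T-REx cells force-coupled to calcium signalling expressed D2; compounds were pin-added after a 10 s baseline, read kinetically 180 s, then an EC20 dopamine challenge followed with a further 180 s calcium read.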
# D1 agonist: agonists of human D1 dopamine receptor | P21728 | HEK293 T-REx D1 cells, calcium flux, agonist mode | activation, % at 2 µM | 1% of 360,000 active; in the data active means activation above about 30%; further: 0% is about no effect
#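 Tetracycline-induced HEK293 TREx D1 cells, force-coupled to calcium signalling, were dye-loaded with a no-wash calcium kit. Compound was pin-added after a 10 s baseline. Fluorescence was read kinetically at 1 cycle/s for 180 s, with calcium rises flagged as agonism.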
# D1 potentiator: human D1 dopamine receptor positive modulation; AID 504651; HEK293 TREx D1 cells, calcium flux, dopamine EC20 potentiation; 0.036% of 360,000 active; potentiation, % at 10 µM; P21728; in the data active means potentiation above about 30%; further: 0% is about no effect
# Active calls of the source: *; ? = inconclusive; / = no result given. Unless noted, the call rests on the fitted dose curve; in most records, active means well fitted curve in the direction sought with a large enough effect; inconclusive means small, poorly fitted or top-dose-only effect, or another doubt; inactive means no such curve, though single readings can be large; an effect the other way counts as inactive or inconclusive. Not all compounds are listed; the hit share may differ from the screen's.
SMILES,Vif-APOBEC3G blk,Glioma ERSR ind,Vif-A3F inh,D1 antagonist,RXFP1 agonist,RXFP1 antagonist,D2 potentiator,D1 agonist,D1 potentiator
Cc1ccc(CNC(=O)CN2C(=O)C3CCCCN3c3ccc(C(=O)N(C)C)cc32)cc1 (stereo not drawn),-6.7%,-2.4%,3.9%,-12.8,0.8%,1.0,11.7,2.7,-5.5
COc1ccc(CCNC(=O)C(CC(C)C)N2Cc3ccccc3C2=O)c(OC)c1OC (stereo not drawn),-1.9%,-0.2%,0.1%,-6.2,1.5%,-18.5,3.4,-0.5,-3.2
COc1cc([N+](=O)[O-])ccc1NC(=O)C1CCCN(S(C)(=O)=O)C1 (stereo not drawn),1.0%,1.4%,-9.8%,-0.9,-1.5%,9.3,8.4,1.8,-7.8
CC(C(=O)Nc1cccc(C#N)c1)N(C)CCOc1ccccc1 (stereo not drawn),-0.1%,-4.0%,-3.2%,-10.4,4.1%,4.9,-18.8,6.2,-6.8
CCOc1ccc(NC(=O)N(Cc2c[nH]c3ccccc23)C2CCCCCC2)cc1,13.6%,1.0%,1.0%,-4.5,1.5%,1.9,8.4,-1.4,1.2
Cc1ccc(-c2csc(C(C#N)=C3CCCC3)n2)cc1,0.5%,10.7%,-1.7%,3.7,0.6%,-8.9,/,0.3,-7.3
Cc1ccccc1NC(=S)NNC(=O)c1ccncc1,4.4%,-2.4%,-32.9%,8.7,0.1%,8.3,4.5,0.6,11.0
Cc1nc(C)c(C(=O)Nc2cccc(C)c2C)o1,-3.2%,-4.4%,0.8%,6.0,0.0%,/,5.9,-0.6,5.0
Cc1ccc(S(=O)(=O)N(C)CC(=O)Nc2cccc3c2CCCC3)cc1,2.7%,-0.8%,5.2%,-2.3,0.3%,-3.7,1.3,-0.5,5.8
Cc1ccccc1OCCNc1cc(N2CCCCC2)ccc1[N+](=O)[O-],1.5%,0.3%,-3.7%,25.1,0.2%,-5.7,9.4,0.3,0.9
O=C(c1ccccc1F)N1CCCC(c2ccccc2)C1 (stereo not drawn),-4.7%,-0.5%,-0.9%,3.8,-0.3%,/,11.7,-0.2,-2.9
Cc1cc(SCC(=O)c2cccs2)nc2ccccc12,?,3.9%,11.2µM*,1.5,0.0%,-23.2,-4.0,9.9,3.9
C=CCn1c(SCC(=O)N2CCCCC2)nc(O)cc1=O,1.7%,-3.4%,-11.1%,-63.3*,1.2%,0.6,-3.0,1.3,-0.1
COc1ccc(CC(NC(C)=O)C(=O)NC2CCN(C(=O)C3CC3)CC2)cc1OC (stereo not drawn),-0.9%,-1.5%,-2.3%,2.7,-0.1%,4.1,7.6,4.1,3.2
CCn1c(=S)sc2c(=O)n(CC(=O)Nc3cccc(OC)c3)c(C)nc21,-2.5%,4.5%,-0.7%,4.8,3.2%,-0.1,-3.3,2.5,-6.0
CSc1nc(N2CCCC2)c2c(c1C#N)CC(C)(C)OC2,0.9%,-2.3%,-3.8%,4.9,2.9%,-10.8,-11.8,6.7,-5.0
CCOc1ccc(N2C(=O)CC(Sc3nc(-c4cccs4)cc(C(F)(F)F)c3C#N)C2=O)cc1 (stereo not drawn),-2.3%,-3.9%,1.8%,2.1,0.9%,-14.5,4.6,0.6,3.8
CC(C)CC(NS(=O)(=O)c1ccccc1S(=O)(=O)NC(CC(C)C)C(=O)O)C(=O)O (stereo not drawn),0.2%,-1.7%,-1.7%,-6.1,-2.1%,/,4.3,-0.5,1.6
CC(=O)OCC(=O)Nc1ccccc1OC(F)F,1.5%,1.5%,-1.4%,0.2,3.1%,-15.1,-4.7,0.1,2.2
Fc1cc(Br)ccc1NC(=S)NCCc1ccccc1,?,8.0%,-2.5%,-12.8,1.6%,-21.0,9.2,9.1,-3.7
CSC1=NCCN1C(=O)c1ccco1,-0.4%,0.7%,0.8%,-1.8,-1.9%,/,16.2,2.1,/
CC(C(=O)Nc1nc(-c2ccc(F)c(F)c2)cs1)N1C(=O)C2CC=CCC2C1=O (stereo not drawn),1.2%,-4.5%,-8.9%,-23.4,0.8%,?,4.7,14.0,/
CC(=O)N1c2ccc(S(=O)(=O)NCC3CCC(C(=O)Nc4ncccc4C)CC3)cc2CC1C (stereo not drawn),2.8%,-0.2%,0.1%,1.1,1.2%,-2.0,7.4,3.5,7.7
COc1ccc(-c2ccc(=O)n(Cc3cccc([N+](=O)[O-])c3)n2)cc1,-3.5%,-3.8%,-7.0%,-19.4,2.3%,7.1,2.0,12.1,-4.5
Clc1ccccc1-c1nnc(-c2cccnc2)o1,-1.7%,3.3%,10.4%,3.1,4.6%,3.0,-0.7,4.4,2.0

# Continued:
SMILES,Vif-APOBEC3G blk,Glioma ERSR ind,Vif-A3F inh,D1 antagonist,RXFP1 agonist,RXFP1 antagonist,D2 potentiator,D1 agonist,D1 potentiator
C=CCn1c(SCC(=O)Nc2cc(C)cc(C)c2)nnc1-c1cnccn1,1.3%,-6.4%,-11.0%,0.3,3.1%,4.9,4.8,1.1,4.3
Cn1c(Oc2ccc(F)cc2)nc2c1c(=O)n(Cc1ccccc1Cl)c(=O)n2C,-2.9%,-0.5%,-2.8%,4.3,0.5%,-5.1,3.4,2.8,-2.3
COCCn1c(C)cc(O)c(C(c2ccccc2)N2CCN(c3ccccc3)CC2)c1=O (stereo not drawn),0.7%,-5.0%,3.9%,0.3,1.6%,-9.9,-4.0,-0.8,-1.8
CNC(=O)N(O)C1N(/N=C/c2cccnc2)C(=S)SC1(C)C (stereo not drawn),-10.3%,15.4%,6.6%,-11.3,-1.0%,-6.3,-8.4,3.1,3.7
O=C(NCc1ccco1)C1CCN(S(=O)(=O)N2CCOCC2)CC1,0.2%,?,-1.5%,-10.3,1.7%,19.9,-8.6,1.9,-2.8
COc1ccc(CN(C)C(=O)CCN=C2NS(=O)(=O)c3ccccc32)c(OC)c1,7.1%,2.1%,4.7%,-18.5,-0.2%,9.1,-11.4,1.6,-2.1
CCc1cccc(Nc2ncnc3onc(-c4ccc(F)cc4)c23)c1,0.9%,0.3%,-1.2%,-10.0,4.9%,-29.6,1.4,1.4,-0.1
CN(c1ccccc1)S(=O)(=O)c1cc(C(=O)N2CCN(c3ncccn3)CC2)ccc1Cl,-0.8%,2.0%,-7.0%,/,/,2.5,/,/,/
Cc1nn(CC(=O)NC2(C)CCS(=O)(=O)C2)c(C)c1S(=O)(=O)N(C)C (stereo not drawn),0.7%,-4.5%,-5.3%,/,/,1.4,/,/,/
CCN(C(=O)c1sc2cc(OC)ccc2c1Cl)c1ccccc1,-16.5%,-2.3%,-8.3%,1.1,1.0%,/,-5.5,5.1,-4.8
CC(=O)Nc1ccc(NC(=O)CSc2nccn2Cc2ccccc2)cc1,-7.3%,7.5%,-3.2%,2.0,-0.6%,-10.8,2.4,5.1,-3.6
NS(=O)(=O)c1cnccc1Nc1cccc(Br)c1,-2.4%,-1.4%,3.3%,/,/,13.5,/,/,/
O=C(NC(=S)Nc1ccccc1N1CCN(C(=O)c2ccccc2)CC1)c1cccs1,-0.3%,-1.4%,0.0%,0.9,2.4%,2.7,-2.9,5.4,-5.0
Cc1cccc(NC(=O)C(c2ccccc2)N2Cc3ccccc3C2=O)c1C (stereo not drawn),-4.6%,-1.2%,5.8%,-12.2,0.4%,4.2,-1.8,-2.0,-0.3
O=C(CCCOC(=O)c1ccc(O)cc1)c1ccccc1,2.2%,5.5%,5.5%,/,/,-12.7,/,/,/
O=C(Nc1ccc(F)cc1)Nc1cccc(Br)c1,-3.3%,0.0%,-2.4%,/,/,-9.6,/,/,/
CCOC(=O)c1c(S(=O)(=O)NCC(=O)Nc2ccc(OC)cc2)c(C)n(C)c1C,9.2%,-3.6%,-7.5%,8.9,0.0%,10.7,0.3,0.1,4.8
COc1ccccc1NC(=O)c1cnc(SCC(=O)N2CCCc3ccccc32)n(C)c1=O,-0.9%,0.6%,-7.6%,/,1.0%,0.0,4.8,-4.1,-0.1
CN(C)c1ccc(/C=N\NC(=O)c2csnn2)cc1,-1.1%,-11.6%,5.0%,/,-1.4%,-18.2,/,/,/
Cc1nc(C)c(-c2csc(NCCc3ccccc3)n2)s1,1.4%,6.4%,-19.1%,-71.0*,1.2%,-12.6,-5.7,0.2,-3.2
O=C(N/N=C/c1cccc(OC(=O)c2ccc3c(c2)OCO3)c1)c1cncc(Br)c1,4.5%,0.3%,-5.7%,-14.2,0.5%,/,-10.9,3.3,-9.3
CC(C)OC(=O)CSc1nnnn1-c1ccc2c(c1)OCCO2,0.4%,4.1%,0.5%,-12.2,0.3%,8.1,2.5,5.7,-0.5
CCOC(=O)c1c(-c2ccccc2)csc1N1C(=O)Nc2ccccc2N1O,-0.4%,-1.3%,5.6%,-5.4,0.2%,-7.5,/,1.4,-2.4
CCOC(=O)/C(N=Nc1ccc(C(=O)O)cc1[N+](=O)[O-])=C(\C)O,0.2%,-5.5%,-2.7%,-7.7,4.7%,2.9,0.7,2.8,1.6
CCn1c(/C=C/Nc2ccccc2)[n+](CC)c2ccc(Cl)cc21,0.0%,-4.0%,-1.2%,-19.3,0.1%,/,-22.7,0.7,-7.8
Cc1occc1C(=O)NNC(=S)NC(=O)COc1ccc(Cl)cc1Cl,-0.1%,-2.0%,10.4%,7.1,5.5%,-35.9,2.1,3.5,-0.9
O=C(NCCCCc1ccccc1)Nc1ccc(F)cc1F,-1.1%,2.9%,1.6%,11.8,-0.8%,-0.6,-1.9,2.8,-3.7
CC1CCN(C(=O)COC(=O)Cc2ccc(Br)cc2)CC1,1.2%,-2.3%,17.2%,1.7,2.3%,-3.1,-7.6,-0.7,5.0
CCOC(=O)CN1CC23C=CC(O2)C(C(=O)NC2CCCCCC2)C3C1=O (stereo not drawn),-0.2%,-1.4%,1.6%,-0.9,-0.2%,-7.7,5.0,2.8,-1.4
